# D2 ag – HTS Assay for Allosteric Agonists of the Human D2 Dopamine Receptor: Primary Screen for Agonists; HEK293 T-REx D2 cells, calcium flux agonist mode; activation, % at 2 µM; actives 0.53% (n = 340,000);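 active = activation over 3 SD above normal in the single-dose calcium agonist read, cut at about 30% in these data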; also: 0% is about no effect
#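 Tetracycline-induced HEK293 T-REx cells with force-coupled D2 receptor, plated overnight at 30 C, loaded with no-wash calcium dye. After a 10 s baseline, compound was pin-added and calcium flux read kinetically for 180 s; calcium rises flagged agonists.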
# TRHR ag – qHTS for Small Molecule Agonists and Allosteric Enhancers of Human TRH Receptor: Primary Screen for Agonists | Thyrotropin-releasing hormone receptor (Homo sapiens), P34981 | AID 493084, 2011 | actives 0.18% (n = 360,000) | activation, % at 2 µM | TRHR cells, calcium flux fluo-8, FDSS agonist mode; in the data active = activation above about 30%; also: 0% is about no effect
# Target sequence (P34981 whole entry, looked up): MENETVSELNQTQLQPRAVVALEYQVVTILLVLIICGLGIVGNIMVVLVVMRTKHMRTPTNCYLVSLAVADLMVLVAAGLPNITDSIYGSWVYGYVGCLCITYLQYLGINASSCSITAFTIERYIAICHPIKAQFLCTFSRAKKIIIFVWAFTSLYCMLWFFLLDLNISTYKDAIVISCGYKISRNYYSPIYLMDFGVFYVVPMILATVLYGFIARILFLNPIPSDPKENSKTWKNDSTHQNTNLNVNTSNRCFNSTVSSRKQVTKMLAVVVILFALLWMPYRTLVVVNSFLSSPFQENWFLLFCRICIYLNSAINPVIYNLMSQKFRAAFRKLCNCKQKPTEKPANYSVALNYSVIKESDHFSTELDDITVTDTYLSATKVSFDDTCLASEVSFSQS
#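 In this calcium-flux screen, cells bearing human TRHR are dye-loaded with fluo-8, baselined for 10 cycles, then exposed to library compounds; positive kinetic calcium responses during the agonist phase mark hits, with TRH as control.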
# D2 antagonist – HTS Assay for Allosteric Antagonists of the Human D2 Dopamine Receptor: Primary Screen for Antagonists; D(2) dopamine receptor (Homo sapiens), P14416; HEK293 TREx D2 cells, calcium flux, dopamine EC80; inhibition, % at 10 µM; actives 2% (n = 340,000); AID 485344, 2010; in the data active = inhibition above about 30%; also: 0% is about no effect
#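 Tetracycline-induced HEK293 TREx cells expressing D2 receptor forced-coupled to calcium signalling, loaded with no-wash calcium dye. Compounds added and calcium flux read 180 s, then dopamine added at EC80 and read a further 180 s.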
# TRHR PAM – qHTS for Small Molecule Agonists and Allosteric Enhancers of Human TRH Receptor: Primary Screen for Enhancers; Thyrotropin-releasing hormone receptor (Homo sapiens), P34981; TRHR cells, fluo-8 calcium fluorescence, EC20 TRH enhancement; enhancement, % at 2 µM; actives 0.66% (n = 360,000); AID 493056, 2011; in the data active = enhancement above about 30%; also: 0% is about no effect
#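 Enhancer read-out: after compound pinning and an initial kinetic agonist-mode read, an EC20 of TRH (10 nM final) was injected and fluo-8 calcium signal (Ex 480/Em 530) followed at 1 s/cycle for 100 cycles in TRHR-expressing cells.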
# mIDH1 inhibitor – qHTS for Inhibitors of mutant isocitrate dehydrogenase 1 (IDH1): qHTS. actives 0.093% (n = 390,000). IDH1-R132H enzyme, NADPH consumption, diaphorase/resazurin fluorescence. Potency, µM (top dose mostly 76.6 µM), for inactives: at the highest dose activity change, negative = inhibition, hits mostly inhibitors. Isocitrate dehydrogenase [NADP] cytoplasmic (Homo sapiens), O75874. AID 602179, 2012; also: potency is read from the fitted curve at half-maximal effect; % is scaled to controls: 0 for no effect and ±100 for the full control effect; nearly all actives have a fitted effect of over 65% in size
# Target sequence (O75874 whole entry R132H, stated change not applied): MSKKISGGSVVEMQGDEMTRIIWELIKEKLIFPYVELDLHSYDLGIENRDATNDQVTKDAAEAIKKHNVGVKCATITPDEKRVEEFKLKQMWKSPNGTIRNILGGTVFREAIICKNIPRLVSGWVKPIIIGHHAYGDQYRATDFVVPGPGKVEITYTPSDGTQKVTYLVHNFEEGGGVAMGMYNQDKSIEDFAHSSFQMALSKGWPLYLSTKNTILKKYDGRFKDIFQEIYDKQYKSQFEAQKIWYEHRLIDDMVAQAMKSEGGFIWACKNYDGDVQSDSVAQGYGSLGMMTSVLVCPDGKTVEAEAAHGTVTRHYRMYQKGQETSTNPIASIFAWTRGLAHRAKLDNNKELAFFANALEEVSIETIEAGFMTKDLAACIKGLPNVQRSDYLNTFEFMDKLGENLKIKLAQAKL
#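 IDH1-R132H (0.5 ug/mL dispensed) in pH 7.5 Tris buffer was preincubated 30 min with compound, then given a substrate mix of 0.016 mM NADPH and 2 mM alpha-KG for 80 min at room temperature; remaining NADPH was read by diaphorase/resazurin fluorescence.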
# USP1 inh – Inhibitors of USP1/UAF1: Primary Screen; Potency, µM (titrated, usually from 57.1 µM), without a hit: at the highest dose activity change, negative = inhibition, most hits filed as inhibitors; AID 743255, 2014; recombinant USP1/UAF1, Ub-Rhodamine cleavage fluorescence; actives 0.23% (n = 390,000); Ubiquitin carboxyl-terminal hydrolase 1 (Homo sapiens), O94782; also: potency is read from the fitted curve at half-maximal effect; % is scaled to controls: 0 for no effect and ±100 for the full control effect; nearly all actives have a fitted effect of over 60% in size; inactives centre near -12
#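 USP1/UAF1 complex at 1 nM was preincubated with compound for 15 min at room temperature, then Ub-Rho substrate (150nM final) was added. Fluorescence (480/540 nm) was read kinetically, 6 reads every 60 seconds.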
# PI4K2A block – qHTS for small molecular inhibitors of PI4K2A; Phosphatidylinositol 4-kinase type 2-alpha (Homo sapiens), Q9BTU6; purified PI4K2A, ADP-Glo luminescence, 1 h; hits give low values; activity change, negative = inhibition, % at 76.9 µM; actives 0.13% (n = 420,000); in the data active = activity change below about -50%; inconclusive = mostly about -30% to -49%;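 also: -100% = wells without enzyme as full effect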
#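 PI4K2A activity was measured by ADP-Glo luminescence: enzyme (4 ug/mL stock) and phosphatidylinositol (1.2 mM stock) in Tris pH 7.5/MgCl2/EGTA/Triton X-100 buffer were reacted with ATP (300 microM stock) for one hour at ambient temperature.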
# rTrxR1 inhibitor – qHTS Assay for Inhibitors of Mammalian Selenoprotein Thioredoxin Reductase 1 (TrxR1): qHTS | Thioredoxin reductase 1, cytoplasmic (Rattus norvegicus), O89049 | recombinant rTrxR1, NADPH fluorescence consumption, selenite substrate | Potency, µM (doses to about 114 µM), inactives show at the top dose activity change, negative = inhibition, most hits filed as inhibitors | actives 1% (n = 390,000) | AID 588453, 2011; also: potency is read from the fitted curve at half-maximal effect; % is scaled to controls: 0 for no effect and ±100 for the full control effect; nearly all actives have a fitted effect of over 65% in size
#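 Rat TrxR1 (90 nM in the dispensed reagent) was pre-reduced with 400 uM NADPH for 5 min at room temperature, then incubated with compound for 15 min. After 400 uM selenite was added, NADPH fluorescence (Ex 340/Em 450 nm) was followed for 8 min.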
# TrxR1 substrate – qHTS Assay for Substrates of Mammalian Selenoprotein Thioredoxin Reductase 1 (TrxR1): qHTS; Thioredoxin reductase 1, cytoplasmic (Rattus norvegicus), O89049; purified TrxR1 substrate turnover, NADPH consumption readout; Potency, µM (highest dose often 114 µM), inactives show at the top dose activity change, negative = substrate turnover; actives 0.01% (n = 390,000); also: potency is read from the fitted curve at half-maximal effect; % is scaled to controls: 0 for no effect and ±100 for the full control effect; nearly all actives have a fitted effect of over 50% in size
#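 Rat TrxR1, dispensed at 90 nM, was prereduced with 400 uM NADPH (final) for 5 min at ~22 deg C, then incubated with compound 15 min before 400 uM selenite. A first-read NADPH fluorescence drop versus no-compound background flagged substrates.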
# Active calls of the source: *; ? = inconclusive; / = no result given; & = joins results of further samples; [ ] = dose if it differs, or a comment. Unless noted, calls follow the shape of the dose curve; as a rule, active = well fitted inhibition curve with a large enough effect; inconclusive = small, poorly fitted or top-dose-only effect; inactive = no such curve, though single readings can be large or run the other way.
SMILES,D2 ag,TRHR ag,D2 antagonist,TRHR PAM,mIDH1 inhibitor,USP1 inh,PI4K2A block,rTrxR1 inhibitor,TrxR1 substrate
CC(=O)N1CCC(=NNC(=O)c2cccs2)CC1,0.7,0.4,1,6,2%,-4%,-6,-1%,-3%
CC(C)(C)OC(=O)CN1C(=O)S/C(=C\c2ccc(-c3cccc(C(=O)O)c3)o2)C1=O,0.7,0.1,0,5,/,/,/,/,/
Cn1nccc1C(=O)N1CCN(c2cccc(Cl)c2)CC1,2.4,-0.2,6,3,7%,-8%,-5,9%,-5%
CCN(Cc1ccccc1)C(c1cccc(C#N)c1)c1nnnn1C(C)(C)C (stereo unspecified),-0.5,0.4,10,-6,2%,-16%,-2,21%,9%
Cc1c(NC(=O)COc2c(F)c(F)c(F)c(F)c2F)c(=O)n(-c2ccccc2)n1C,0.6,0.3,12,2,10%,-18%,1,23%,8%
COc1ccc(CCNC(=O)c2ccccc2NC(=O)C2=C(C)OCCS2)c(OC)c1,0.8,-0.7,-26,-2,-5%,-15%,0,34%,-3%
CCOc1ccc(/C=C(\C#N)C(=O)Nc2sc3c(c2C(=O)OC)C(C(=O)OC)CC3)cc1OC (stereo unspecified),1.0,0.6,/,-3,0%,0%,3,5%,-11%
Cc1ccc(-c2cc(C(=O)N3CCN(C(=O)c4ccco4)CC3)no2)cc1,-0.5,-1.6,24,-8,11%,3%,4,7%,6%
Clc1ccc(-c2nn3c(-c4cccc(Cl)c4)nnc3s2)cc1,-0.6,0.6,-8,1,/,/,/,/,/
O=C(CCc1nnc(CCCCc2ccccc2)o1)N1CCC(N2CCCC2)CC1,/,3.2,/,1,9%,-19%,-1,9%,7%
O=C1NC(=O)C(=C2CCCCCC2)S1,-0.8,-0.2,-2,-8,0%,0%,2,-8%,-9%
C=CCc1ccccc1OCC(=O)N/N=C/c1ccc(OC(C)=O)cc1OC(C)=O,1.6,0.0,-2,-5,?,-10%,4,-22%,-10%
COc1cc2c(cc1NC(=O)C(C)Sc1ccc(NC(C)=O)cc1)oc1ccccc12 (stereo unspecified),3.4,0.5,1,-3,1%,-18%,-1,4%,-9%
O=C(OCC(=O)c1ccccc1Cl)c1cnccn1,0.0,0.1,11,1,0%,-8%,-6,0%,-5%
Cc1c(C(=O)N2CCN(S(=O)(=O)c3cccs3)CC2)oc2ccc(F)cc12,/,/,/,/,1%,-27%,-3,23%,-1%
Cc1ccc(NC(=O)COC(=O)c2csc3c2CCC(C)C3)cc1S(=O)(=O)N1CCCCC1 (stereo unspecified),0.9,0.5,-18,15,-3%,-5%,-4,3%,-8%
O=C(COC(=O)CNC(=O)c1sc2ccccc2c1Cl)NC1CCS(=O)(=O)C1 (stereo unspecified),0.9,0.5,-14,3,1%,-4%,-2,7%,-4%
CCC1CCCCN1S(=O)(=O)c1ccc2c(c1)CCN2C(=O)C1CCC1 (stereo unspecified),-0.6,0.2,22,-12,3%,-4%,-4,12%,2%
COc1ccc(NC(=O)C(CCSC)NC(N)=O)cc1Cl (stereo unspecified),1.9,-0.1,-3,2,7%,-8%,2,21%[57.1 µM],-15%[57.1 µM]
CSc1ccccc1C(=O)NC1CCCCC1,-0.9,-0.4,-20,-3,3%,-8%,-2,18%,6%

# In a second layout: entries from further up.
canonical_smiles	D2 ag	TRHR ag	D2 antagonist	TRHR PAM	mIDH1 inhibitor	USP1 inh	PI4K2A block	rTrxR1 inhibitor	TrxR1 substrate
Cc1ccc(-c2cc(C(=O)N3CCN(C(=O)c4ccco4)CC3)no2)cc1	-0.5	-1.6	24	-8	11%	3%	4	7%	6%
Clc1ccc(-c2nn3c(-c4cccc(Cl)c4)nnc3s2)cc1	-0.6	0.6	-8	1	/	/	/	/	/

# Additional results:
SMILES,D2 ag,TRHR ag,D2 antagonist,TRHR PAM,mIDH1 inhibitor,USP1 inh,PI4K2A block,rTrxR1 inhibitor,TrxR1 substrate
c1csc(CNc2ncnc3ccc(-c4ccc5c(c4)OCO5)cc23)c1,0.7,-0.3&0.6,-12,12&8,/,/,-4&-11&-2,13%[57.1 µM],39%[activator][57.1 µM]
CCOc1ccccc1Nc1ncnc2c1cnn2-c1ccc(C)cc1,1.1,-0.2,/,-6,7%,-21%,1,18%[57.1 µM],5%[57.1 µM]
CN1CCN(S(=O)(=O)c2cccc(C(=O)N(C)C(c3ccccc3)c3ccccc3)c2)CC1,0.3,0.3,3,-2,-1%,-16%,2,11%,-1%
COCCSc1nnc(NC(=O)c2ccc([N+](=O)[O-])cc2)s1,/,1.1,/,0,8%,-5%,-1,5%,1%
CCCn1c(N)c(N(CCOC)C(=O)CSc2ccccc2)c(=O)[nH]c1=O,-0.1,0.5,8,1,-4%,-11%,5,27%,1%
Cc1ncc([N+](=O)[O-])n1CCOC(=O)c1ccc(Br)cc1,-1.1,-0.9,-1,-6,-6%,-14%,0,10%,6%[57.1 µM]
CCC(CC)C(=O)Nc1c2c(nn1-c1ccc(OC)cc1)CS(=O)C2 (stereo unspecified),0.1,0.6,2,14,3%,-13%,1,6%,1%
COCCN(C(=O)COC(=O)/C(=C/c1ccccc1)NC(C)=O)c1c(N)n(Cc2ccccc2)c(=O)[nH]c1=O,-0.6,0.1,-10,-7,2%,0%,2,-13%,-8%
O=C(COc1ccc(Br)cc1CNC1CCCC1)Nc1ccccc1,1.2,7.0,-15,-4,-7%,-19%,-2,16%,6%
COc1cc2c(cc1OC)-c1cc(Nc3ccc4c(c3)OCCO4)nc(=O)n1CC2,-0.6,-0.5,-3,-1,5%,-10%,2,7%[57.1 µM],-12%
CCc1ccccc1NC(=O)CSc1nnc([C@@H](N)Cc2ccccc2)o1,0.7,-0.8,14,2,2%,-10%,-3,2%[57.1 µM],-3%[57.1 µM]
COc1ccc(NC(=O)CN2CCOCC2)cc1S(=O)(=O)N1CCCCC1,-0.9,0.5,-7,2,7%,-17%,-3,13%,3%
Cc1cc(C)n2nc(C(=O)N3CCN(Cc4ccc5c(c4)OCO5)CC3)nc2n1,41*,0.5,-2,-1,-8%,-13%,-6,13%,9%
CN1CCN(c2ccc(NC(=O)C(C)(c3ccccc3)c3ccccc3)cc2)CC1,-0.5,0.9,-13,-2,3%,1%,5,18%,4%
CC1CCC/C(=N\NC(=O)COc2ccc(Cl)cc2Cl)C1 (stereo unspecified),/,/,/,/,0%,-16%,3,0%,-5%
CCCCCCCCCCCCN1[C@@H](CC(C)=O)c2cc(F)ccc2S1(=O)=O,/,/,/,/,12%,?,6,39%,2%
O=C(NCc1ccccc1Cl)c1ccc(NC(=O)N2CCCCc3ccccc32)cc1,0.3,-0.5,/,6,-8%,-2%,-2,0%[57.1 µM],-4%[57.1 µM]
COC(=O)c1ccc2c(c1)N(Cc1cc(C)ccc1C)C(=O)c1ccccc1S2,0.6,0.6,/,1,-6%,-28%,1,6%[57.1 µM],-5%[57.1 µM]
Nc1cc(C(=O)OCC(=O)N2CCCC2)ccc1Cl,/,-0.4,/,-2,0%,3%,2,-7%,14%[57.1 µM]
Cc1cc(=O)[nH]c(SCC(=O)N2CCc3ccccc3C2)n1,-0.7,28,0,-1,1%,-11%,3,4%[57.1 µM],4%[57.1 µM]
COc1ccc(S(=O)(=O)N2CCCc3ccccc32)cc1[N+](=O)[O-],-1.1,-0.4,4,-9,0%,-22%,9,10%,-5%
CCOC(=O)c1cc(NC(=O)CC(C)(C)CC(=O)O)ccc1N1CCCCC1,0.0,0.1,6,-6,0%,-17%,4,11%,-1%
CC(C)NC(=O)Cc1csc2nc(-c3ccccc3)cn12,1.4,0.2,/,6,-9%,-10%,0,10%[57.1 µM],-4%[57.1 µM]
CCOc1ccc(CCNC(=O)c2cc3c(-c4ccccc4F)nn(C)c3s2)cc1OCC,0.5,-0.4,/,-2,-9%,-21%,-5,33%,7%
CCc1nc2ccc(C(=O)N(C)CC(=O)Nc3ccccc3C(F)(F)F)cc2nc1CC,/,/,/,/,-3%,-9%,-3,17%,-2%
O=C(CC(Cc1ccccc1)C(=O)O)Nc1cccc(C(F)(F)F)c1 (stereo unspecified),0.4,0.3,4,4,6%,-27%,-2,7%[57.1 µM],12%[57.1 µM]
Cc1noc(C)c1S(=O)(=O)N1CCC(C(=O)NCCc2ccc(S(N)(=O)=O)cc2)CC1,-0.6,1.0,-8,7,-8%,-5%,4,4%[57.1 µM],-1%[57.1 µM]
Cc1ccc(C(=O)N/C(=C\c2ccco2)C(=O)NCCCN2CCOCC2)cc1C,-0.6,0.1,-7,2,-5%,-17%,1,3%[57.1 µM],12%[0.0914 µM]
O=c1c2c(-c3cccs3)csc2ncn1/N=C/c1ccccn1,/,/,/,/,5%,-3%,2,23%[57.1 µM],-13%[57.1 µM]
CCOC(=O)CN1N=C(/C=C/c2ccc(C(C)C)cc2)CCC1=O,1.3,0.1,4,-1,11%,-16%,-15,5%[57.1 µM],1%[57.1 µM]

# Bioassay records: PubChem BioAssay, National Center for Advancing Translational Sciences (NCATS)
